Arrestin-AP2 inh: blocks beta-arrestin peptide binding to AP2 adaptin. FITC-arrestin peptide / GST-AP2 beads, flow cytometry; AP2 beta2 appendage carries R879A mutation. AID 504490. inhibition, % at 10 µM. actives 0.31% (n = 340,000);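 active means inhibition above a set limit, near 3 SD of compounds lacking own fluorescence, cut at about 54% in these data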;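 further: plate controls were DMSO wells for no effect and 5 µM unlabelled arrestin peptide for full effect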
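System: GST-AP2 R879A glutathione beads. Medium: PBS with 0.05% Tween 20 and 0.1% BSA. Also added: FITC-arrestin peptide, 50 nM. Incubation: 12 min plus 1 h, RT. Measured by: high-throughput flow cytometry of beads, ex 488, em 535 nm. Evaluation: percent drop in bead-associated FITC signal.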
Wnt act: activators of Wnt/beta-catenin signaling; Wnt/beta-catenin reporter cell assay, activator, plate reader; activation, % at 9.35 µM; actives 1.2% (n = 300,000); in the data active means activation above about 30%, passing the limit was not always enough;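 further: 0% = neutral control wells and 100% = positive control wells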
OPRM1-OPRD1 inv: inverse agonists of human mu-delta opioid receptor heterodimerization; P35372+P41143; cell-based MOR-DOR heterodimer luminescence, inverse agonism; inhibition, % at 9.3 µM; actives 0.21% (n = 340,000); AID 504357; in the data active means inhibition above about 22%, passing the limit was not always enough;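 further: 0% = cells with DMSO and 100% = wells without cells with DMSO; values of inactives mirror those of a sister screen read the other way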
RTF Ca sens act: increases calcium sensitivity of human cardiac regulated thin filaments; P19429+P45379; IANBD-labeled TnC RTF fluorescence at EC20 calcium; 0% EC20 calcium, 100% full calcium; activation, % at 7.2 µM; actives 0.24% (n = 340,000); AID 493008;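 active means activation above the mean over all tested compounds plus 3 SD, cut at about 30% in these data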;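 further: rise in fluorescence read as greater calcium sensitivity of cardiac thin filaments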
V-ATPase pHluor: regulators of yeast V-ATPase proton transport. S. cerevisiae, pHLuorin cytosolic pH fluorescence. response, % at 10 µM. actives 0.37% (n = 350,000). AID 504577; in the data active means response mostly above about 7.3%, no sharp cut-off; inactive means mostly below about 5.4%; further: actives read high; inactives centre near 0; some compounds called inactive have numbers as strong as hits; reference of the scale not given here
OPRM1-OPRD1 ag: OPRM1-OPRD1 heterodimerization agonism; P35372+P41143; cells, luminescence; activation, % at 9.3 µM; actives 0.3% (n = 340,000); AID 504326; in the data active means activation above about 18%;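 further: 0% = vehicle-treated cells and 100% = reference agonist; values of inactives mirror those of a sister screen read the other way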
Pemphigus Ab inh: inhibitors of pemphigus antibody binding to human desmoglein-3. DSG3-coupled beads, scFv-anti-DSG3-GFP binding, flow cytometry; hits give low values. binding (percent of control), % at 10 µM. actives 0.48% (n = 310,000);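 active means binding more than 3 SD below its plate's average and above zero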;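 further: hits lower antibody fragment binding to DSG3; some compounds called inactive have numbers as strong as hits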
Target sequence (P32926 whole entry, looked up, the tested form may be a part): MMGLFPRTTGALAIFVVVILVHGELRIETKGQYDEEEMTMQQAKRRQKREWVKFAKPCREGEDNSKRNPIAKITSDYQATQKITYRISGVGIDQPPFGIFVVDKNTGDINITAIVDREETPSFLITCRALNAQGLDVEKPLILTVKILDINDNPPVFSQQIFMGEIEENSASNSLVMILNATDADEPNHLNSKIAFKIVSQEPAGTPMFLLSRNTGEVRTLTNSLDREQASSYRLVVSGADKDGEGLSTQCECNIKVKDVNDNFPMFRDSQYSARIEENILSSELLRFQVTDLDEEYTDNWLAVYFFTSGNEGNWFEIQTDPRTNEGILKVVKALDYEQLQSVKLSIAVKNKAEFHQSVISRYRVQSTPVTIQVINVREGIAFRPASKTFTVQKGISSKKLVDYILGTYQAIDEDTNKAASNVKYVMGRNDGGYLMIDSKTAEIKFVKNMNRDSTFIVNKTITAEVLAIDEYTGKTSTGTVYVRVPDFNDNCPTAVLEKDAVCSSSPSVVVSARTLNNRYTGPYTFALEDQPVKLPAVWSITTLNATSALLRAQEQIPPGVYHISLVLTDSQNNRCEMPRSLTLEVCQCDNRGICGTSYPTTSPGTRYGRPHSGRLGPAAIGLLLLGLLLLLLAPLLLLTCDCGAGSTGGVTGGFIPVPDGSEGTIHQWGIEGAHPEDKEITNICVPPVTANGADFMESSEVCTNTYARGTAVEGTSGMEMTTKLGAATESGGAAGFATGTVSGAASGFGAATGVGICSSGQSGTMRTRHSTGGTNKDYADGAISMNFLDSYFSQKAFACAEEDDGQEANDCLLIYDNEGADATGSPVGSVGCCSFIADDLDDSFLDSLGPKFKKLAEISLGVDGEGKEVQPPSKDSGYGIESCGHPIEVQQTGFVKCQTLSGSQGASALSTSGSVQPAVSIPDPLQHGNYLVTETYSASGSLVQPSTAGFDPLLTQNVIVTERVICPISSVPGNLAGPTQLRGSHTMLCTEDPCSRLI
Keap1 Nrf2 FP: inhibitors of human Keap1-Nrf2 protein-protein interaction | AID 504523 | Keap1 Kelch-Nrf2 peptide fluorescence polarization, 1536-well | actives 0.15% (n = 340,000) | inhibition, % at 9.4 µM; in the data active means inhibition above about 12%;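 further: human Keap1 Kelch domain with fluorescein labeled Nrf2 9mer peptide probe; 0% = neutral control wells and 100% = peptide positive control; higher means more block of Keap1 binding to Nrf2 peptide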
C-LANA FP: blocks KSHV LANA C-terminal domain binding to DNA; MBP-C-LANA/FAM-LBS DNA binding, fluorescence polarization; inhibition, % at 9 µM; actives 0.078% (n = 340,000);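 active means highest replicate inhibition at or above 60% at 9 µM, even if other replicates fall short; inactive means all replicates below 60% inhibition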;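 further: 0% = neutral control wells and 100% = 4 µM acridine orange control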
Cardiac RTF inh: cardiac RTF calcium desensitization | IANBD-labeled cardiac RTF, Ca2+ fluorescence | inhibition, % at 7.15 µM | actives 0.12% (n = 340,000) | AID 493244;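 active means inhibition above the mean inhibition of all tested compounds plus 3 SD, cut at about 17% in these data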;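 further: assay run at fixed EC70 calcium of 1.6 mM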
Numbers without * were called inactive; . = no result given.

SMILES | Arrestin-AP2 inh | Wnt act | OPRM1-OPRD1 inv | RTF Ca sens act | V-ATPase pHluor | OPRM1-OPRD1 ag | Pemphigus Ab inh | Keap1 Nrf2 FP | C-LANA FP | Cardiac RTF inh
Cn1c(SCC(=O)NCc2cccs2)nnc1-c1ccncc1 | -2 | -3 | 12 | 0 | -4 | -2.3 | 99 | 1 | 2.0 | -12
Cc1ccc(NC(=O)C(C)N2CCOCC2)c(C(=O)c2ccccc2)c1 (centres undefined) | -4 | . | 17 | 0 | 4 | -3.2 | 103 | 2 | -0.8 | -4
Cc1cnc(C)c(N2CCN(C(=O)C3CCC(=O)N(CCc4cccc(F)c4)C3)CC2)n1 (centres undefined) | -9 | 1 | 14 | 4 | 3 | -4.4 | 112 | 1 | -0.5 | 0
Cc1ccc(C)c(S(=O)(=O)N(C)Cc2cccs2)c1 | 29 | 0 | 2 | 2 | 5 | -0.5 | 106 | 1 | 0.4 | -4
COc1ccc(CN(C(=O)CNC(=O)c2ccco2)C(C(=O)NCC2CCCO2)c2ccc(OC)c(OC)c2)cc1 (centres undefined) | 18 | -2 | 6 | 3 | -1 | -0.8 | 99 | 0 | 1.2 | -8
CCOC(=O)c1cccc(OS(=O)(=O)Cc2ccccc2)c1 | -7 | 5 | . | . | -2 | . | 101 | . | . | .
CC1(C)C[C@@H](O)CC2(C1)C[C@]1(C)CC(O)[C@H]2C(C)(C)C1 (some centres undefined) | 8 | -2 | . | . | 1 | . | 98 | . | . | .
O=C1CN(C(=O)c2cccc(S(=O)(=O)N3CCCC3)c2)c2ccccc2N1 | 13 | -1 | 14 | 4 | 0 | -2.8 | 101 | 1 | 0.7 | -4
O=C(CCC(=O)N/N=C/c1ccc(Br)o1)N/N=C/c1ccc(Br)o1 | 17 | 1 | 18 | 2 | 3 | -3.5 | 90 | 5 | 1.1 | -15
O=C1C=C(NC2CCCCC2)CCC1 | 3 | 2 | 2 | 10 | -1 | -0.4 | 96 | -2 | 0.2 | 0
O=C(CN1C(=O)CSC1=O)Nc1ccc(F)c(F)c1F | 20 | -4 | 12 | 0 | 6 | -2.0 | . | -2 | 0.4 | -6
COCCN(C(=O)COC(=O)CSc1ccc(Cl)cc1)c1c(N)n(Cc2ccccc2)c(=O)[nH]c1=O | 19 | -2 | 3 | 1 | -3 | -0.5 | 105 | -2 | -0.3 | 2
Cc1ccc(C(=O)NCCN(C)C)cc1C | -7 | 0 | 10 | 1 | 1 | -1.7 | 104 | -4 | 0.2 | 3
CCOc1ccc(C(=O)N2CCN(Cc3ccccc3)CC2)cc1 | -3 | . | 3 | -8 | 4 | -0.6 | 99 | -5 | -0.9 | -11
CC1CN(C(=O)COC(=O)c2c(Cl)cccc2Cl)CC(C)O1 (centres undefined) | 14 | -1 | -2 | 2 | 0 | 0.4 | 103 | 1 | -0.8 | 2
COCCNC(=O)/C(C#N)=C/c1c(N2CCN(c3cccc(Cl)c3)CC2)nc2c(C)cccn2c1=O | -16 | 1 | 15 | -4 | -1 | -3.2 | 106 | -5 | 2.5 | 1
COc1ccccc1N1CCN(C(c2cccs2)C(C)NC(=O)c2ccncc2)CC1 (centres undefined) | 18 | 1 | 6 | -1 | 0 | -1.1 | 94 | 2 | -2.3 | -1
Cc1ccc2c(N)c(C#N)sc2n1 | 20 | 6 | 0 | 2 | -2 | 0.0 | . | 1 | -0.4 | -4
COc1cc(C2C(C#N)=C(N)Oc3n[nH]c(-c4ccncc4)c32)cc(OC)c1OC (centres undefined) | 2 | . | 0 | 1 | 0 | -0.1 | 102 | 3 | 0.9 | -13
CCC(O)c1c(-c2ccccc2)nn(C)c1Cl (centres undefined) | -10 | -3 | 10 | 3 | 4 | -1.8 | 109 | -6 | -0.7 | -9
CCN1CCCC1CNC(=O)c1cc2c(-c3ccc(Cl)cc3)nn(C)c2s1 (centres undefined) | 3 | -5 | -8 | 0 | 2 | 1.6 | 118 | -5 | -8.5 | -7
O=C(CSc1ccccc1)NCc1ccco1 | -5 | . | 5 | 5 | -3 | -0.8 | 98 | 0 | 0.1 | -6
CCOC(=O)c1ccccc1N/C=C1\CCCC1=O | 1 | . | -1 | -1 | -2 | 0.3 | 93 | 0 | -0.1 | -4
NS(=O)(=O)c1ccc(-c2ccc(/C=N/NC(=O)c3ccccc3O)o2)cc1 | -8 | -3 | 12 | 2 | 4 | -2.2 | 102 | -2 | 4.4 | -12
COc1ccc(C(=O)NNC(=O)CSc2nnc(-c3cccnc3)o2)cc1 | 11 | -2 | 4 | -5 | . | -0.6 | 112 | -6 | -0.6 | -3
Going on with the list:
SMILES | Arrestin-AP2 inh | Wnt act | OPRM1-OPRD1 inv | RTF Ca sens act | V-ATPase pHluor | OPRM1-OPRD1 ag | Pemphigus Ab inh | Keap1 Nrf2 FP | C-LANA FP | Cardiac RTF inh
CN(C)CCNC(=O)/C(=C/c1cccc([N+](=O)[O-])c1)NC(=O)c1ccccc1 | -1 | -2 | 4 | 4 | -2 | -0.8 | 110 | -1 | -0.9 | -14
O=C(CSc1nc2ncccc2[nH]1)Nc1ccc2c(c1)OCO2 | 1 | 5 | . | . | 0 | . | 100 | . | . | .
CSc1nc(S(=O)(=O)c2ccccc2)c(Cl)s1 | 10 | -2 | -2 | 0 | -3 | 0.3 | 107 | -4 | 0.1 | -8
NC(=O)COC(=O)c1cccc(S(=O)(=O)N2CCCCC2)c1 | 34 | 0 | 17 | -6 | 0 | -3.5 | 96 | -1 | 1.9 | -5
CN(CCc1ccccc1)c1ccc([N+](=O)[O-])cn1 | -13 | -1 | -7 | -7 | -4 | 1.5 | 95 | -1 | -1.1 | -8
COc1cc(OC)cc(C(=O)NC2CCSC2=O)c1 (centres undefined) | -1 | -5 | 8 | -1 | -1 | -1.5 | 101 | -6 | 0.7 | -2
CC(=O)Nc1ccc(NC(=O)CCn2nnc3ccccc32)cc1 | 40 | -1 | 15 | 1 | 2 | -2.5 | 99 | -1 | 0.6 | 1
Cc1ccc(NC(=O)c2ccc3c(c2)S(=O)(=O)c2ccccc2C3=O)cc1S(=O)(=O)N1CCOCC1 | 3 | -5 | 9 | -1 | -2 | -1.6 | 96 | -1 | -0.5 | 5
Clc1ncc(CN2CCN(Cc3ccccc3)CC2)s1 | -5 | . | 4 | 1 | 3 | -0.7 | 109 | 0 | 1.1 | 2
CCN(CC)C(=O)C1CCCN(Cc2nc(-c3cccs3)no2)C1 (centres undefined) | 16 | 4 | 2 | 2 | -2 | -0.3 | 101 | 0 | -1.1 | 4
CC(C)c1cc(C(=O)N2CCCC(Nc3ccc(F)cc3)C2)nc(N)n1 (centres undefined) | -35 | 0 | 15 | -2 | -2 | -2.8 | 104 | 1 | 0.6 | -4
O=C(NCC(=O)N1CC=C(c2ccccc2)CC1)c1ccco1 | 5 | 8 | 13 | -3 | -1 | -2.1 | 107 | 3 | -0.9 | -8
O=C(Nc1cccc(S(=O)(=O)N2CCCCC2)c1)c1ccc([N+](=O)[O-])o1 | -6 | -11 | -41 | -4 | 0 | 7.9 | 98 | 2 | -0.6 | -4
COc1ccc(-n2c(O)c(C=NC3CC3)c(=O)[nH]c2=O)cc1 | 30 | . | 14 | -1 | 1 | -2.6 | 105 | -3 | -0.5 | -19
COc1ccc(C(=O)Oc2cc(OC)cc(OC)c2C(C)=O)cc1 | -2 | 0 | 20 | 2 | 3 | -3.6 | 103 | -4 | 0.3 | 6
CC(=O)c1ccc(Cl)c(Cl)c1Cl | 14 | 0 | 13 | 7 | -3 | -2.5 | 102 | 3 | -0.8 | -7
Cc1ccc2cc(CCNC(=O)C(=O)c3c(C)[nH]c4ccccc34)c(=O)[nH]c2c1 | -10 | 2 | -10 | 3 | -1 | 1.3 | 85 | 1 | 0.0 | -5
c1ccc(-c2ncnc3ccccc23)cc1 | -4 | -2 | 20 | -2 | -3 | -4.0 | . | 0 | -0.9 | -4
COc1ccc(NC(=O)c2ccccc2-c2ccccc2)cc1 | 15 | 0 | 9 | 5 | 0 | -1.7 | 93 | -2 | 0.0 | -5
N#Cc1c(-c2ccncc2)c2c([nH]c1=S)CCCC2 | 19 | . | 4 | -3 | 3 | -0.8 | 104 | -3 | 1.3 | -1
CCOC(=O)N/N=C/c1cn(CCCOc2ccc(C)cc2)c2ccccc12 | -3 | 11 | -5 | -22 | -10 | 1.0 | -31* | -1 | -1.2 | -1
CC(=O)N1CCN(C(=O)c2ccc(-n3c(C)ccc3C)cc2)CC1 | 26 | 4 | 19 | -2 | 0 | -3.7 | 81 | -2 | 0.7 | -17
Cc1c(C(=O)NCc2ccccn2)oc2ccc(S(=O)(=O)N3CCC4(CC3)OCCO4)cc12 | 53 | -5 | -5 | 2 | 3 | 0.9 | 102 | -4 | 1.3 | -4
COc1cc(C2C(C(N)=O)=C(C)Nc3nc(CCCO)nn32)cc(OC)c1OC (centres undefined) | 2 | -2 | 15 | 4 | 1 | -2.9 | 107 | 4 | -1.7 | -2
COc1cc(/C=C/c2[nH]c(=O)[nH]c(=O)c2[N+](=O)[O-])cc(OC)c1O | 2 | 1 | 3 | 3 | -3 | -0.6 | 124 | 4 | -0.4 | -10
(more compounds)
SMILES | Arrestin-AP2 inh | Wnt act | OPRM1-OPRD1 inv | RTF Ca sens act | V-ATPase pHluor | OPRM1-OPRD1 ag | Pemphigus Ab inh | Keap1 Nrf2 FP | C-LANA FP | Cardiac RTF inh
O=P(O)(O)COc1ccccc1P(=O)(c1ccccc1)c1ccccc1 | 5 | . | 10 | 4 | 8 | -1.7 | 114 | -3 | 1.4 | -4
CCCN1C(=O)C2C(C(=O)Nc3cccc(OC)c3)C3C=CC2(O3)C1C(=O)NC1CCCCC1 (centres undefined) | -6 | 1 | -3 | -4 | 2 | 0.4 | 95 | -5 | -0.9 | 3
CCOc1ccc(NC(=O)COc2coc(CN3CCc4ccccc4C3)cc2=O)cc1 | 4 | -1 | -22 | -6 | -8 | 3.3 | 105 | 2 | -2.5 | -26
Cc1nnc(SCC(=O)Nc2ncc3c(n2)CCCC3=O)s1 | -1 | . | 1 | -6 | -3 | -0.2 | . | -4 | 5.7 | -5
C/C(=N\NC(=O)c1ccc(O)cc1)c1ccc2c(c1)Nc1ccccc1S2 | -2 | -2 | -67 | 5 | -2 | 9.4 | 95 | 4 | 0.7 | 4
COc1ccc(NC(=O)N(C)C[C@H]2Oc3ccc(NC(=O)NC4CCCCC4)cc3C(=O)N([C@H](C)CO)C[C@@H]2C)cc1 | 27 | -3 | 6 | 12 | 3 | -1.0 | 99 | -3 | 0.5 | -5

3 structures out of the list, arranged by SMILES length, smallest number first.
SMILES | Arrestin-AP2 inh | Wnt act | OPRM1-OPRD1 inv | RTF Ca sens act | V-ATPase pHluor | OPRM1-OPRD1 ag | Pemphigus Ab inh | Keap1 Nrf2 FP | C-LANA FP | Cardiac RTF inh
Cc1nnc(SCC(=O)Nc2ncc3c(n2)CCCC3=O)s1 | -1 | . | 1 | -6 | -3 | -0.2 | . | -4 | 5.7 | -5
O=P(O)(O)COc1ccccc1P(=O)(c1ccccc1)c1ccccc1 | 5 | . | 10 | 4 | 8 | -1.7 | 114 | -3 | 1.4 | -4
CCCN1C(=O)C2C(C(=O)Nc3cccc(OC)c3)C3C=CC2(O3)C1C(=O)NC1CCCCC1 (centres undefined) | -6 | 1 | -3 | -4 | 2 | 0.4 | 95 | -5 | -0.9 | 3

Bioassay records (PubChem BioAssay)
